15-hLO-2 inh: inhibitors of human 15-lipoxygenase 2 (ALOX15B); 0.56% of 110,000 active; O15296; AID 881; Potency, µM (highest dose often 57.1 µM), for the others: top-dose activity change, negative = inhibition, most hits filed as inhibitors; purified 15hLO-2, xylenol orange hydroperoxide absorbance; further: potency means the concentration at half of the fitted maximal effect; nearly all actives have a fitted effect of over 60% in size; many of its hits are not listed in these tables
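Read-out: hydroperoxide product oxidises ferrous iron, measured as xylenol orange complex via the 573-to-405 nm absorbance ratio after 30 min. Reaction: 50 nM enzyme, 15 min compound preincubation, 45 uM arachidonic acid, 90 min RT, Hepes pH 7.5 with Triton X-100.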
12-hLO inh: inhibitors of human 12-lipoxygenase (ALOX12); P18054; purified 12-hLO, xylenol orange hydroperoxide absorbance; Potency, µM (doses to about 57.1 µM), for inactives: at the top dose activity change, negative = inhibition, usual class: inhibitors; 0.12% of 150,000 active; AID 1452; further: potency means the concentration at half of the fitted maximal effect; nearly all actives have a fitted effect of over 55% in size; many of its hits are not listed in these tables
Target sequence (P18054 whole entry, looked up): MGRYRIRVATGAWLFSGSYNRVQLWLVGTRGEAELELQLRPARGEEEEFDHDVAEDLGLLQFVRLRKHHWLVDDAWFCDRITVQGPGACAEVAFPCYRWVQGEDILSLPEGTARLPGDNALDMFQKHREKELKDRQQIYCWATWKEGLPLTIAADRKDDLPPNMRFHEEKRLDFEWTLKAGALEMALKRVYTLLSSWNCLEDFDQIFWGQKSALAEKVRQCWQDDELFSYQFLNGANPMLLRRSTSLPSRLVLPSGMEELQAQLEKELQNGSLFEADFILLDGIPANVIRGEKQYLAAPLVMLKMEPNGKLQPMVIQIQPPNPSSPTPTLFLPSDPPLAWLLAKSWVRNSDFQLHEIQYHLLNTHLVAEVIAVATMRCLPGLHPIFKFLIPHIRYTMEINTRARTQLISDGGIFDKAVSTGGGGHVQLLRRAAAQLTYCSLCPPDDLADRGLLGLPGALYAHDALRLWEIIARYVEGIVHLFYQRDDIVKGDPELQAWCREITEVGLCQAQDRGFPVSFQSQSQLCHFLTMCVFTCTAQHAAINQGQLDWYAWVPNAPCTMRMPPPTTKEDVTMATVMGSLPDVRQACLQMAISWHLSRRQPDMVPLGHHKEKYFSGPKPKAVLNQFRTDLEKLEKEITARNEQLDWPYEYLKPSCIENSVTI
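Hydroperoxide output read as Fe(III)-xylenol orange absorbance, 573-to-405 nm ratio, after 30 min reaction with 40 uM arachidonic acid. Enzyme: 150 nM purified human 12hLO, 15 min compound preincubation; 25 mM Hepes pH 7.0, room temperature.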
IMPase inh: IMPase inhibition in cells; 120,000 tested, under 10 active; inhibition (IP1 accumulation), % at 46.1 µM; CHO-M1 cells, IP1 accumulation, HTRF TR-FRET ratio; AID 901; P97697; active means well fitted curve in the direction sought with a large enough effect in the signal ratio, not every such curve was filed as active; inconclusive means small, poorly fitted or top-dose-only effect, or a change in a side signal; inactive means no such curve, though single readings can be large or run the other way; the % refers to the signal ratio;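 further: cells stimulated with carbachol in lithium chloride buffer; plate controls were DMSO basal wells for no effect and reference inhibitor wells for full effect; higher means more IMPase inhibition seen as more IP1 and lower FRET ratio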
Target sequence (P97697 whole entry, looked up): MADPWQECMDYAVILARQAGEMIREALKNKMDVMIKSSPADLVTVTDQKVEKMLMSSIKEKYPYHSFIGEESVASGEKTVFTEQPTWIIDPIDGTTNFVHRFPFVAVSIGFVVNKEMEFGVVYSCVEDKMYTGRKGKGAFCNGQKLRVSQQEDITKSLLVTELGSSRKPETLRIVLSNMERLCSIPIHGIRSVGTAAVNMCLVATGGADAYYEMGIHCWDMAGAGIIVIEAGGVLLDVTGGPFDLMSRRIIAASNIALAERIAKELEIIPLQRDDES
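CHO-M1, 2000 cells/well, cultured 16–30 h; cpd up to 46 uM; carbachol (50 uM solution, stimulation buffer w/ 50 mM LiCl, pH 7.4), 30 min 37C; IP-One TR-FRET, 10 min RT; Ex 320/Em 665, 620; Hill-fit AC50.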
PNC inhibitor: blocks assembly of the perinucleolar compartment; 3.1% of 140,000 active; PC3M PTB-GFP, PNC prevalence imaging, 16 h; hits give low values; activity change (PNC), negative = inhibition, % at 10 µM;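 active means readout at or below -70, meaning at least 70% loss of cells showing the perinucleolar compartment, a nuclear body marking cancer cells; inconclusive means readout between -30 and a set limit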;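 further: plate controls were DMSO wells for no effect and camptothecin positive control wells for full effect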
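PC3M cells stably expressing PTB-GFP, 750–1000 cells/well, treated 16 h at 37 °C with compound (23 nl of library stock), in duplicate. After paraformaldehyde fixation and Hoechst stain, imaged at 20x; PNC prevalence scored by image analysis.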
Starred values were filed as active, the others as inactive; [ ] = dose if it differs, or a comment. Unless noted, the call rests on the fitted dose curve; in most records, active means well fitted curve in the direction sought with a large enough effect; inconclusive means small, poorly fitted or top-dose-only effect, or another doubt; inactive means no such curve, though single readings can be large; an effect the other way counts as inactive or inconclusive. Unless noted, on the % scale 0 is the no-effect control and ±100 the full control effect.

For Cn1c(=O)c2c(nc(CN3CCC(C(N)=O)CC3)n2Cc2c(Cl)cccc2Cl)n(C)c1=O the results were 15-hLO-2 inh -5%, 12-hLO inh 1%, IMPase inh 16 and PNC inhibitor inconclusive.
Screening OCCN(CCO)Cc1csc2ccccc12 returned 12-hLO inh -2% and PNC inhibitor -20.
For Cc1cc(C)cc(Nc2ccc(C(=O)O)cc2N)c1 the results were 12-hLO inh -16%, IMPase inh 16 and PNC inhibitor 88.
Screening CC1CCN(S(=O)(=O)c2cnc(Cl)c(Br)c2)CC1 returned 12-hLO inh 0% and PNC inhibitor 57.
For COc1ccc(-c2nnc(SCC(=O)N3CCOCC3)o2)cc1OC the results were 15-hLO-2 inh -1%, 12-hLO inh -2%, IMPase inh 7 and PNC inhibitor -7.
`O=C(Nc1nc2ccccc2s1)C1=NN(c2ccccc2)C(=O)CC1` gave 12-hLO inh -7% and PNC inhibitor inconclusive.
`Fc1ccccc1CSc1nnnn1-c1ccc2c(c1)OCO2` gave 15-hLO-2 inh -7%, 12-hLO inh -16%, IMPase inh 16 and PNC inhibitor 37.
`C/C(N)=C(/C#N)C(=O)COC(=O)c1ccc(C)c(S(=O)(=O)N2CCCCC2)c1` gave 15-hLO-2 inh 0%, 12-hLO inh -7%, IMPase inh 9 and PNC inhibitor -18.
For COc1ccc(C(CC(=O)c2ccccc2)C2CCCCC2=O)cc1 (stereo not given) the results were 15-hLO-2 inh -6%, 12-hLO inh 4%, IMPase inh 7 and PNC inhibitor 29.
Screening COc1ccc(NC(=O)COC(=O)c2ccc(NS(=O)(=O)/C=C/c3ccccc3)cc2)cc1 returned 12-hLO inh -1% and PNC inhibitor -91*.
`Cc1cccc(NC(=O)c2cc(NC(=O)c3ccco3)ccc2N2CCCCC2)c1` gave 15-hLO-2 inh -4%[2.29 µM], 12-hLO inh 1%, IMPase inh 2 and PNC inhibitor 32.
For Cc1c(Cl)cccc1NC(=O)NC1CCCCC1 the results were 15-hLO-2 inh 3%, 12-hLO inh 4%, IMPase inh -7 and PNC inhibitor -19.
CCOC(=O)c1cc2sccc2n1CC(=O)Nc1ccc2c(c1)OCCO2 was read as 15-hLO-2 inh -2%, 12-hLO inh -3%, IMPase inh 11 and PNC inhibitor inconclusive.
For COCCNC(=O)[C@H](C)/C=C/C(NC(=O)OCc1ccccc1)c1ccc(C(=O)OC)cc1 (stereo not given in full) the results were 15-hLO-2 inh -1% and 12-hLO inh -1%.
COc1ccccc1CNC(=O)CCN1C(=O)COc2ccc(C)cc21 was read as 15-hLO-2 inh -4%, 12-hLO inh 2%, IMPase inh 10 and PNC inhibitor 34.
Cc1ccc(-c2noc(CCC(=O)NC3CCCc4ccccc43)n2)cc1 (stereo not given) was read as 15-hLO-2 inh 0%, 12-hLO inh -2%, IMPase inh 11 and PNC inhibitor inconclusive.
Cc1ccc(-n2c(SCC(N)=O)nc(O)cc2=O)cc1 was read as 12-hLO inh 2% and PNC inhibitor 34.
`Nc1ccc(S(=O)(=O)Nc2ccc(Cl)nn2)cc1` gave 15-hLO-2 inh 2%, 12-hLO inh 0% and IMPase inh -1[20.6 µM].
Screening CC(=O)Nc1ccc(OCC(O)CN2CCN(c3ccc(Cl)cc3)CC2)cc1 (stereo not given) returned 12-hLO inh 2%, IMPase inh 14 and PNC inhibitor -100*.
For CC1CCCCN1Cc1nc2c(c(=O)n(C)c(=O)n2C)n1CCc1ccccc1 (stereo not given) the results were 15-hLO-2 inh 2%, 12-hLO inh 0%, IMPase inh 2 and PNC inhibitor -19.
For O=S(=O)(NCc1ccncc1)c1ccc(Br)s1 the results were 15-hLO-2 inh 3%[2.29 µM], 12-hLO inh -5%, IMPase inh 11 and PNC inhibitor 18.
Cc1ccc(C(C)C)c(OCCCN(C)Cc2ccccc2)c1 was read as 12-hLO inh -5% and PNC inhibitor -7.
Screening CC(C)Oc1nnnn1-c1ccccc1 returned 15-hLO-2 inh -11%, 12-hLO inh -2%, IMPase inh 7 and PNC inhibitor inconclusive.
COC(=O)[C@@]1(Cc2ccccc2)[C@H]2c3cc(C(=O)N(C)C)n(Cc4ccc(OC)c(OC)c4)c3C[C@H]2CN1C(=O)c1ccccc1 was read as 15-hLO-2 inh -4% and 12-hLO inh -1%.
For Cc1sc(CO)c(Sc2ccccc2)c1C(=O)O the results were 15-hLO-2 inh -6%, 12-hLO inh -2%, IMPase inh -5 and PNC inhibitor 22.
CC(=O)N1CCCc2cc(S(=O)(=O)N3CCN(c4ccccn4)CC3)ccc21 was read as 15-hLO-2 inh 10%, 12-hLO inh 8%, IMPase inh 8 and PNC inhibitor -11.
CCN=C1SC(C(=O)Nc2cccc(C(=O)O)c2)CC(=O)N1CC (stereo not given) was read as 15-hLO-2 inh 33%[activator], 12-hLO inh -1%, IMPase inh 0 and PNC inhibitor 38.
`O=C1NCC(CN(c2ccccc2)c2ccccc2)O1` (stereo not given) gave 15-hLO-2 inh 3%, 12-hLO inh -5%, IMPase inh 9 and PNC inhibitor inconclusive.
For Cc1ccc(-c2nnc(N3CCN(C(=O)Cn4c(=O)n(C)c5ccccc54)CC3)c3ccccc23)cc1 the results were 15-hLO-2 inh -5%, 12-hLO inh 2%, IMPase inh 3 and PNC inhibitor inconclusive.
`O=C(Nc1ccc2c(c1)CCC2)c1cccc(S(=O)(=O)N2CCN(c3ccc(F)cc3)CC2)c1` gave 15-hLO-2 inh -10%, 12-hLO inh -7%, IMPase inh -4 and PNC inhibitor -26.
`COc1ccc(N2C(=O)CC(n3cnc4ccccc43)C2=O)cc1` (stereo not given) gave 15-hLO-2 inh 3%, 12-hLO inh 4%, IMPase inh 1 and PNC inhibitor 20.
CCCNC(=O)Cc1ncn[nH]1 was read as 15-hLO-2 inh 7%, 12-hLO inh -2%, IMPase inh -16 and PNC inhibitor 4.
`COc1ccc(N/N=C(/Oc2ccc([N+](=O)[O-])cc2)C(C)=O)cc1` gave 12-hLO inh -17%, IMPase inh 5 and PNC inhibitor -13.
Cc1ccc(S(=O)(=O)N[C@H](C(=O)OCC(=O)N2N=C(c3ccc(Cl)cc3)CC2c2ccco2)C(C)C)cc1 (stereo not given in full) was read as 12-hLO inh -4%, IMPase inh -4 and PNC inhibitor -5.
Screening Cc1ccc(Oc2c(C=O)c3ccccc3n2C)cc1 returned 15-hLO-2 inh -8%, 12-hLO inh -7%, IMPase inh 12 and PNC inhibitor 94.
For CNc1ccc([N+](=O)[O-])cc1 the results were 15-hLO-2 inh -21% and 12-hLO inh -6%.
For N#Cc1cc(-c2ccccc2)nc(Oc2ccc(Cl)cc2)n1 the results were 12-hLO inh -2% and PNC inhibitor inconclusive.
Screening COC(=O)c1cn(CCOc2ccccc2OC)c2ccccc12 returned 12-hLO inh 6%, IMPase inh 12 and PNC inhibitor 6.
`COc1ccc(-n2nc3c(c2NC(=O)Cc2cccc(C)c2)CS(=O)C3)cc1` (stereo not given) gave 15-hLO-2 inh 2%, 12-hLO inh -3%, IMPase inh 5 and PNC inhibitor 2.
`Cc1ccccc1NC(=S)Nc1ccc(Br)cc1` gave 12-hLO inh -7%, IMPase inh inconclusive and PNC inhibitor 13.
Screening CCC(C)NC(=O)CCS(=O)(=O)c1ccc2c(c1)n(C)c(=O)c(=O)n2C (stereo not given) returned 15-hLO-2 inh 1%, 12-hLO inh 0%, IMPase inh 1 and PNC inhibitor inconclusive.
CC(=O)C1=C(NC(=O)c2ccccc2F)C[C@@H]2[C@H]1C2(C)C was read as 15-hLO-2 inh -15%, 12-hLO inh -1%, IMPase inh 0 and PNC inhibitor 6.
`Cn1c(=O)c2c(nc(Oc3ccccn3)n2C)n(C)c1=O` gave 15-hLO-2 inh 4%, 12-hLO inh 1%, IMPase inh 0 and PNC inhibitor inconclusive.
For COc1ccccc1CN(Cc1cc2cc(C)cc(C)c2[nH]c1=O)Cc1nnnn1CC1CCCO1 (stereo not given) the results were 15-hLO-2 inh 33%[activator], 12-hLO inh 1%, IMPase inh 3 and PNC inhibitor 10.
Screening COc1ccccc1CNS(=O)(=O)c1cccc(S(=O)(=O)N2CCOCC2)c1 returned 15-hLO-2 inh -1%, 12-hLO inh 1%, IMPase inh 5 and PNC inhibitor -7.

Ordered by molar mass (descending): part of the list above.
`COc1ccc(-n2nc3c(c2NC(=O)Cc2cccc(C)c2)CS(=O)C3)cc1` (stereo not given) gave 15-hLO-2 inh 2%, 12-hLO inh -3%, IMPase inh 5 and PNC inhibitor 2.
`Cn1c(=O)c2c(nc(Oc3ccccn3)n2C)n(C)c1=O` gave 15-hLO-2 inh 4%, 12-hLO inh 1%, IMPase inh 0 and PNC inhibitor inconclusive.
Screening CC(C)Oc1nnnn1-c1ccccc1 returned 15-hLO-2 inh -11%, 12-hLO inh -2%, IMPase inh 7 and PNC inhibitor inconclusive.

Next part:
`COc1cccc(C2c3c(oc4ccc(Cl)cc4c3=O)C(=O)N2c2cc(C)on2)c1OC` (stereo not given) gave 15-hLO-2 inh -4%, 12-hLO inh 0%, IMPase inh -6 and PNC inhibitor -136*.
For O=C1CCCCCN1CP(=O)(O)CCc1ccccc1 the results were 15-hLO-2 inh 1%, 12-hLO inh 1%, IMPase inh 4 and PNC inhibitor -10.
Screening O=C(CSc1ncccn1)Nc1ccc(S(=O)(=O)N2CCCCC2)cc1 returned 15-hLO-2 inh -10%, 12-hLO inh 3%, IMPase inh 4 and PNC inhibitor 83.
N#Cc1cnc(SCC(=O)NNC(=O)COc2cccc3ccccc23)nc1N was read as 12-hLO inh -2% and PNC inhibitor inconclusive.
For O=C1OCc2ccc(NC(=O)C3CCCCC3)cc21 the results were 15-hLO-2 inh -7%, 12-hLO inh -3%, IMPase inh -1 and PNC inhibitor -2.
O=C(NC(Cc1ccccc1)C(=O)O)c1ccccc1 (stereo not given) was read as 15-hLO-2 inh 3%, 12-hLO inh 8%, IMPase inh -2 and PNC inhibitor -10.
`COc1c2c(nc3ccccc13)OC(C(C)(O)CO)C2` (stereo not given) gave 15-hLO-2 inh -4%, 12-hLO inh 1%, IMPase inh 1 and PNC inhibitor inconclusive.
For CC(C)NS(=O)(=O)c1ccc(NC(=S)NC(=O)c2ccc(-c3ccccc3)cc2)cc1 the results were 15-hLO-2 inh 20µM*, 12-hLO inh inconclusive, IMPase inh -1 and PNC inhibitor 5.
Screening S=c1[nH]c2ncccc2o1 returned 15-hLO-2 inh 6%, 12-hLO inh 2%, IMPase inh -2 and PNC inhibitor -17.
Screening Clc1ccc(-c2cn3c(n2)CCC3)cc1 returned 15-hLO-2 inh 0%, 12-hLO inh 4%, IMPase inh 1 and PNC inhibitor inconclusive.
CCOC(=O)C(CC)n1nc(C)n2c(cc3occc32)c1=O (stereo not given) was read as 15-hLO-2 inh -1%, 12-hLO inh 13%, IMPase inh 4 and PNC inhibitor inconclusive.

Molecules above with bromine:
Screening CC1CCN(S(=O)(=O)c2cnc(Cl)c(Br)c2)CC1 returned 12-hLO inh 0% and PNC inhibitor 57.
For O=S(=O)(NCc1ccncc1)c1ccc(Br)s1 the results were 15-hLO-2 inh 3%[2.29 µM], 12-hLO inh -5%, IMPase inh 11 and PNC inhibitor 18.
`Cc1ccccc1NC(=S)Nc1ccc(Br)cc1` gave 12-hLO inh -7%, IMPase inh inconclusive and PNC inhibitor 13.

Screening results (PubChem BioAssay)

This is a subset, so the mix of outcomes need not match the whole.
